bIAP inh: blocks bovine intestinal alkaline phosphatase activity; inhibition, % at 20 µM; 190,000 tested, under 10 active; purified bovine IAP, CDP-star luminescence, 30 min;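 active = over 50% inhibition of intestinal alkaline phosphatase at 20 µM in the single-dose screen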
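Assay system: bovine IAP enzyme; medium: DEA buffer 100 mM, pH 9.8, with MgCl2 1.0 mM, ZnCl2 0.02 mM; doses: 20 µM single dose; incubation: enzyme reaction for 30 min at room temperature; detection: CDP-star luminescence signal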
TNAP inh hi DEA: inhibitors of human TNAP at high phosphate acceptor concentration | P05186 | purified TNAP, CDP-star luminescence, 1 M DEA | inhibition, % at 20 µM | actives 0.03% (n = 200,000) | AID 1135;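 active = over 50% inhibition of tissue-nonspecific alkaline phosphatase at 20 µM in the single-dose screen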;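 also: plate controls were DMSO wells for no effect and EDTA-quenched wells as full inhibition for full effect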
Target sequence (P05186 whole entry, looked up): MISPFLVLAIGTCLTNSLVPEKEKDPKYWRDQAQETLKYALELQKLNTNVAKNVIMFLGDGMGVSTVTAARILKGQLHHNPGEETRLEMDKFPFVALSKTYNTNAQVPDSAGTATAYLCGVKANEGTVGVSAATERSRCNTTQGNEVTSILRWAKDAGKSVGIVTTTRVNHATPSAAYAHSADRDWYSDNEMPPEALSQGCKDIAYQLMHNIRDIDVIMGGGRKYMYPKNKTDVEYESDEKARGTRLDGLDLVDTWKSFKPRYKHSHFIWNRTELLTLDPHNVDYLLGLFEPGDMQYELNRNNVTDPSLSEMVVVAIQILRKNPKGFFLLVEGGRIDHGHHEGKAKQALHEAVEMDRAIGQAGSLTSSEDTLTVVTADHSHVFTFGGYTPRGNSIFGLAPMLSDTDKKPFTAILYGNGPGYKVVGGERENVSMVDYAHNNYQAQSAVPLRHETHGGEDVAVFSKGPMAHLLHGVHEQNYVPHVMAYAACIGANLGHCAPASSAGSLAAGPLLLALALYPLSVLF
SRC2 TRFRET art: TR-FRET artefact, counter-screen to PPARgamma/SRC-2 agonist assay; hits give high values; TR-FRET ratio at 8 µM; actives 0.4% (n = 200,000); in the data active = TR-FRET ratio above about 2000; also: inactives centre near 1500
PPARg SRC1 recr: agonists of human PPARgamma SRC-1 coactivator recruitment | PPARgamma-SRC-1 coactivator recruitment biochemical assay | actives 0.41% (n = 200,000) | activation, % at 8 µM; in the data active = activation above about 19%;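 also: 0% = DMSO and 100% = reference agonist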
Target sequence (P37231 whole entry, looked up): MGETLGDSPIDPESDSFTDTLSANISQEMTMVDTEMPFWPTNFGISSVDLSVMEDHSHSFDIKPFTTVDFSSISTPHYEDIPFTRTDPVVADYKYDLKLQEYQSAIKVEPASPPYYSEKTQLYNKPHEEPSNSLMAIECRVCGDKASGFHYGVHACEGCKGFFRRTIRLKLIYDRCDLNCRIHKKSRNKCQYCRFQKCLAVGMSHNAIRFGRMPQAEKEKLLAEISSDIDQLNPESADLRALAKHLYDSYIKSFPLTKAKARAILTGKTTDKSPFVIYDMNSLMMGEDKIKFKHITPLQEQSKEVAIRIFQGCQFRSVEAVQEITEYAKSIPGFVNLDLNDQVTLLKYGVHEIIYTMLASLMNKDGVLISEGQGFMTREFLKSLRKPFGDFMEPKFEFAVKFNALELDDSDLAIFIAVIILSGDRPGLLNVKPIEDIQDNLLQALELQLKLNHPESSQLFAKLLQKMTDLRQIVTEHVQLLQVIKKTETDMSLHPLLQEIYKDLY
PPARg SRC2 recr: PPARgamma-driven SRC-2 recruitment agonism. P37231. PPARgamma LBD-SRC-2 recruitment, biochemical. activation, % at 8 µM. actives 0.34% (n = 200,000); in the data active = activation above about 22%;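 also: 0% = vehicle and 100% = reference agonist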
bIAP act: increases bovine intestinal alkaline phosphatase activity | purified bovine IAP, CDP-star luminescence, 30 min; hits give high values; fold of DMSO-control signal, blank-subtracted | activation factor at 20 µM | actives 0.17% (n = 200,000);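 active = activation factor of 2 or more at 20 µM, a signal rise over negative controls twice the positive control's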
HMGR II inh: blocks class II HMG-CoA reductase of Enterococcus faecalis; purified E. faecalis HMGR, NADPH absorbance 340 nm kinetic; inhibition, % at 10 µM; actives 0.41% (n = 190,000);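 active = inhibition above a set limit, the median over all tested compounds plus 3 SD, cut at about 9.5% in these data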;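 also: enzyme runs in reverse so mevalonate oxidation gives rising NADPH absorbance; 0% = complete reaction with DMSO and 100% = background rate lacking mevalonate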
TNAP inh noacc: blocks human TNAP activity with no phosphate acceptor present; P05186; purified TNAP, CDP-star luminescence, 30 min; inhibition, % at 20 µM; actives 0.26% (n = 200,000);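 active = tissue-nonspecific alkaline phosphatase inhibition above about 50% at 20 µM in the single-dose screen, limit read from the data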;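 also: 0% = DMSO negative control and 100% = EDTA positive control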
PPARg SRC-3 ag: agonists of human PPARgamma SRC-3 coactivator recruitment | P37231 | biochemical PPARgamma/SRC-3 coactivator recruitment assay | activation, % at 8 µM | actives 0.26% (n = 200,000); in the data active = activation above about 23%;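 also: 0% = DMSO and 100% = reference agonist; some compounds past the cut are filed as inactive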
TNAP act hiacc: activators of human TNAP at high phosphate acceptor concentration. purified TNAP, CDP-star luminescence, 1 M DEA, 30 min; hits give high values; 0 = EDTA background, 1 = DMSO-only activity. activation factor at 20 µM. P05186. 200,000 tested, under 10 active;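 active = activation factor at least 2 at 20 µM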
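Dosing: 20 µM single point. System: human TNAP. Amount: TNAP 1/800 final. Incubation: 30 min, room temperature. Read-out: TNAP activation factor scaled between EDTA and DMSO control wells. Signal: luminescence from CDP-star hydrolysis. Medium: 1 M DEA, pH 9.8, Mg2+, Zn2+. Control set: EDTA negative control, DMSO positive control.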
* marks the source's active call; other numbers are inactive results; x = not tested or not shown.

SMILES	bIAP inh	TNAP inh hi DEA	SRC2 TRFRET art	PPARg SRC1 recr	PPARg SRC2 recr	bIAP act	HMGR II inh	TNAP inh noacc	PPARg SRC-3 ag	TNAP act hiacc
CN(C)S(=O)(=O)c1ccc(C(=O)OCC(=O)NC(=O)NCc2ccccc2)cc1	9	-6	1423	-4	-2	0.9	-3	-13	1	1.1
CC(=O)Nc1cccc(N/C(N)=N/c2nc(C)cc(C)n2)c1	-6	1	1304	-11	0	1.1	-1	-4	-2	1
CC1(C)CC(=O)C2=C(C1)NC(SCC(=O)Nc1ccccc1)=C(C#N)C2c1ccco1 (centres undefined)	17	-2	1591	2	1	0.8	-7	-8	3	1
CC1(C)CC2CC(C)(CN2S(=O)(=O)c2ccc(N)cc2)C1 (centres undefined)	12	-3	1550	0	13	0.9	-4	-13	3	1
Cc1nn(C)c(C)c1C1C(C#N)=C(N)OC2=C1C(=O)CC(C)(C)C2 (centres undefined)	24	1	1532	-2	6	0.8	1	-1	2	1
Cc1ccc(OCCn2cc(/C(N)=N/O)c3ccccc32)cc1C	15	-5	1613	8	1	0.8	3	-5	6	1.1
CCOC(=O)CN1N=C(c2ccc(Cl)s2)CSC1=O	-2	0	1462	4	-6	1	1	-14	-1	1
O=C(N/N=C/c1ccc(F)cc1)c1cc(-c2ccco2)nc2ccccc12	11	3	1499	6	0	0.9	3	0	5	1
NC(=O)C1CCN(CC(=O)Nc2ccccn2)CC1	11	-3	1455	-3	1	0.9	3	-7	-4	1
Cn1c(=O)cc(SCC(=O)NCCCN2CCOCC2)c2ccccc21	6	-3	2011*	30*	28*	0.9	-3	-6	46*	1
CC(=O)OC1c2ccccc2C(=O)N1Cc1ccccc1Cl (centres undefined)	18	-1	1387	-5	1	0.8	-4	-12	-2	1
COc1cccc(CC(=O)N2CCN(c3ccccc3[N+](=O)[O-])CC2)c1	-14	0	1561	4	4	1.1	-2	0	2	1
COc1ccccc1NC(=O)Nc1ccc2c(c1)nc(C)n2C	13	-5	1764	12	6	0.9	-2	-15	5	1.1
CCOc1ccc(NC(=O)CSc2nnc(C3CC3)n2C)cc1	12	0	1691	11	6	0.9	-6	0	5	1
CCOC(=O)c1ccc(N/C=C2/CCCC(C)C2=O)cc1 (centres undefined)	14	3	1700	8	4	0.9	0	-3	10	1
Cc1cc(C(=O)N/N=C2\CC(=O)CC(C)(C)C2)n[nH]1	8	1	1288	-8	-14	0.9	-6	-2	0	1
Cc1ccc(C(=O)CNc2ccc(C)c(Cl)c2)cc1	14	-3	1756	8	15	0.9	-3	-38	3	1
CCOC(=O)c1c(NC(=O)CSc2nnc(-c3c[nH]c4ccccc34)n2CCOC)sc2c1CCCC2	37	-1	1429	-5	-4	0.6	-5	-6	-1	1
CC(=O)c1ccc(NC(=O)N2CCN(c3ccc(C)cc3)C(C)C2)cc1 (centres undefined)	5	-6	1721	12	7	0.9	-2	-8	-1	1.1
Cc1ccc(-n2[nH]c(C)c(C=Nc3ccc(Br)cn3)c2=O)cc1	-10	-1	1427	5	-1	1.1	-2	-19	-5	1
Cn1c(=O)c2c(SCc3ccccn3)nc(C3CC3)nc2n(C)c1=O	-1	3	1483	5	-4	1	-7	-3	-1	1
CCc1sc(C(C2C(=O)CC(C)(C)CC2=O)C2C(=O)CC(C)(C)CC2=O)cc1[N+](=O)[O-]	5	-2	1239	0	1	1	0	14	4	1
Cc1cc(C)n(-c2ccc(C(=O)Nc3sccc3C(N)=O)cc2)n1	18	-10	1864	10	8	0.8	1	-12	12	1.1
O=C(NC(=S)N1CCN(C(c2ccccc2)c2ccccc2)CC1)c1ccc(S(=O)(=O)N2CCOCC2)cc1	13	-1	1673	-3	3	0.9	-2	-24	2	1

Some of the entries so far, bar-delimited.
SMILES | bIAP inh | TNAP inh hi DEA | SRC2 TRFRET art | PPARg SRC1 recr | PPARg SRC2 recr | bIAP act | HMGR II inh | TNAP inh noacc | PPARg SRC-3 ag | TNAP act hiacc
Cc1ccc(C(=O)CNc2ccc(C)c(Cl)c2)cc1 | 14 | -3 | 1756 | 8 | 15 | 0.9 | -3 | -38 | 3 | 1
CC(=O)c1ccc(NC(=O)N2CCN(c3ccc(C)cc3)C(C)C2)cc1 (centres undefined) | 5 | -6 | 1721 | 12 | 7 | 0.9 | -2 | -8 | -1 | 1.1
CCOc1ccc(NC(=O)CSc2nnc(C3CC3)n2C)cc1 | 12 | 0 | 1691 | 11 | 6 | 0.9 | -6 | 0 | 5 | 1
CCc1sc(C(C2C(=O)CC(C)(C)CC2=O)C2C(=O)CC(C)(C)CC2=O)cc1[N+](=O)[O-] | 5 | -2 | 1239 | 0 | 1 | 1 | 0 | 14 | 4 | 1
CCOC(=O)c1ccc(N/C=C2/CCCC(C)C2=O)cc1 (centres undefined) | 14 | 3 | 1700 | 8 | 4 | 0.9 | 0 | -3 | 10 | 1
COc1ccccc1NC(=O)Nc1ccc2c(c1)nc(C)n2C | 13 | -5 | 1764 | 12 | 6 | 0.9 | -2 | -15 | 5 | 1.1

Going on with the list:
SMILES	bIAP inh	TNAP inh hi DEA	SRC2 TRFRET art	PPARg SRC1 recr	PPARg SRC2 recr	bIAP act	HMGR II inh	TNAP inh noacc	PPARg SRC-3 ag	TNAP act hiacc
CCn1cnc2sc(C(=O)N3CCN(c4ccc(OC)cc4)CC3)c(C)c2c1=O	-4	-6	1498	4	-4	1	0	-3	-2	1.1
CNC(=S)NCCC(c1ccccc1)c1ccccc1	7	0	1584	13	9	0.9	-6	-9	2	1
O=C(Nc1ccc(S(=O)(=O)Nc2ncccn2)cc1)c1ccco1	3	-7	1500	3	7	1	-2	-1	0	1.1
O=S(=O)(CCc1nc2ccccc2o1)c1ccc(Cl)cc1	6	-1	1493	8	19	0.9	-1	-7	-2	1
COc1cc(OC)cc(-n2nnnc2SCC(=O)N2CCCc3ccccc32)c1	3	1	1573	2	-2	1	-2	-6	-8	1
COc1ccc(N(Cc2cc3ccccc3[nH]c2=O)C(=O)C2CCCO2)cc1 (centres undefined)	-3	-3	1355	-4	-2	1	3	-7	-8	1
CCC(C)[C@H](NC(=O)NCc1ccccc1Cl)C(=O)O (some centres undefined)	4	-2	1448	3	11	1	-3	-12	1	1
Cc1cc2nc(NC3=NCN(Cc4ccc5c(c4)OCO5)CN3)nc(C)c2cc1C	20	-1	x	x	x	0.8	x	2	x	1
Cc1cc(NC(=O)NC(=O)c2ccc(F)cc2F)n[nH]1	4	-2	1663	2	4	1	5	11	-3	1
CCOc1ccc(CN(C)CC(=O)Nc2cccc3ccccc23)cc1OC	2	-7	1659	6	-1	1	1	-11	4	1.1
O=C(NCCc1cn2ccccc2n1)c1ccc(Br)o1	3	2	1711	-1	3	1	3	2	15	1
C#CCOCCOCCOCCNc1nc(N2CCN(C(=O)[C@H]([C@@H](C)CC)n3cc([C@@H](N)CO)nn3)CC2)nc(N2CCN(C(=O)[C@H]([C@@H](C)CC)n3cc([C@@H](N)CC(C)C)nn3)CC2)n1	-7	-7	1517	8	5	1.1	6	-8	2	1.1
Cc1ccc(NC(=O)CN2CCN(CCN=CC3=C(O)CC(c4ccccc4)CC3=O)CC2)cc1 (centres undefined)	-12	-5	1614	3	16	1.1	0	0	2	1.1
COC(=O)CS(=O)(=O)c1ccsc1C(=O)Nc1ccc(F)cc1	-12	-4	1642	9	6	1.1	4	-9	7	1
S=C(Nc1ccc(N2CCOCC2)cc1)Nc1ccc2snnc2c1	-2	-6	1569	2	1	1	-10	1	-1	1.1
CC(=O)N(C)c1ccc(NC(=O)Nc2ccccc2C)cc1	-14	-2	1431	-6	-6	1.1	7	-5	1	1
O=C1COc2ccc(S(=O)(=O)Nc3ccc4c(c3)OCO4)cc2N1	0	-1	1625	4	-1	1	-4	-9	3	1
COc1ccc(N(CC(=O)Nc2cccc(C(F)(F)F)c2)S(C)(=O)=O)cc1	15	-6	1616	4	10	0.8	-1	-9	-2	1.1
CC(NC(=O)C1CC2CCCC(C1)C2=O)c1ccccc1 (centres undefined)	-1	-4	1464	-8	-3	1	-1	-10	-4	1
COc1ccc2c(c1)C1=NN(/C(C)=C/C(C)=O)C(c3ccc(F)cc3)C1CC2 (centres undefined)	18	-5	1620	5	-1	0.8	2	49	-1	1.1
COCCCNC(=O)CCCn1c(=O)c2ccccc2n(CC(=O)Nc2c(C)cc(C)cc2C)c1=O	0	0	1480	0	2	1	-1	-1	2	1
CSc1nc2ccccc2cc1/C=C(\C#N)c1ccc(Cl)cc1Cl	15	-2	1580	0	9	0.9	-5	-1	9	1
CC1(C)CC(=O)C(N=Nc2ccc(OC(F)F)cc2)=C(O)C1	-1	4	1603	6	5	1	-2	5	7	1
Clc1ccc(CNc2nc(CN3CCOCC3)nc3scc(-c4ccccc4)c23)cc1	-20	-5	1431	-5	5	1.2	-3	-22	-1	1
COc1ccc(/C(C)=N/OCC(=O)N=Nc2c(O)[nH]c3ccccc23)cc1	7	0	1743	9	2	0.9	-10	-11	-5	1
CCOc1ccc(NC(=O)c2ccc(OC)cc2)cc1	4	-2	1418	5	0	1	0	-5	-3	1
CCN(CC)C(=O)C(=O)N/N=C/c1ccc(C(=O)O)cc1	28	3	1593	0	2	0.7	-2	11	1	1
CC1CCCCN1S(=O)(=O)c1cnc(Cl)c(Br)c1 (centres undefined)	3	-3	1728	1	-3	1	-2	-5	0	1
Cc1ccccc1NC(=O)/C=C/c1cccs1	-5	2	1522	6	-1	1.1	0	1	2	1
CC(=O)NC(CC(=O)NC12CC3CC(CC(C3)C1)C2)c1ccccc1 (centres undefined)	2	-9	1550	1	8	1	-1	-11	6	1.1
COc1ccc2ccccc2c1CNCCCN1CCOCC1	0	-1	1635	-4	4	1	-2	-3	1	1
C=COC(=O)CSc1snc(SCC(=O)OC)c1C#N	12	-6	1651	2	-1	0.9	-10	-12	-8	1.1
CCCn1c(SCC(=O)NCc2ccco2)nnc1-c1ccncc1	8	-2	1453	-12	-4	0.9	-1	-8	-1	1
Nc1cccnc1Sc1ccc([N+](=O)[O-])cn1	8	10	1573	6	5	0.9	-7	9	8	0.9
Cc1ccc(NC(=O)c2ccc(N3CCOCC3)c([N+](=O)[O-])c2)cc1S(=O)(=O)N1CCOCC1	-5	-2	1500	0	8	1	-2	8	6	1
COc1ccc(NC(=O)COC(=O)COc2ccc(Br)cc2)cc1	-9	-2	1628	10	11	1.1	5	-4	3	1
O=c1c2cn[nH]c2nc(SCc2cc(=O)n3cc(Br)ccc3n2)n1-c1ccc(Br)cc1	-18	0	2457*	33*	36*	1.2	0	-6	22	1
Cc1ccc(CNC(=O)C2CCCN(S(=O)(=O)c3c(C)[nH]c(=O)[nH]c3=O)C2)cc1 (centres undefined)	13	-4	1534	8	3	0.9	-5	-5	1	1
O=C1N/C(=N\N=C\c2ccco2)SC1Cc1ccc(F)cc1 (centres undefined)	-12	1	1445	-1	8	1.1	0	-5	4	1
CNC(=O)CC1C(=O)N(C)C(=S)N1NC(=O)c1ccc(Cl)cc1 (centres undefined)	7	-6	1422	6	0	0.9	-7	-8	5	1.1
C/C(=N/NS(=O)(=O)c1ccc(Cl)cc1)c1cccc(O)c1	3	-4	1436	7	5	1	0	-11	-6	1
CCc1cc2c(SCC(=O)c3ccc(C)cc3)ncnc2s1	10	-1	1589	-2	6	0.9	0	-8	-3	1
COC(=O)C1(Cc2ccccc2)NC(c2ccccc2C)C2C(=O)N(c3ccc4c(c3)OCO4)C(=O)C21 (centres undefined)	-2	2	1402	3	13	1	2	-2	-8	1

Screens from PubChem BioAssay.
